MITF inh = inhibitors of human MITF; AlphaScreen MITF homodimerization, bead proximity signal; inhibition, % at 2.6 µM; actives 0.91% (n = 650,000); in the data active = inhibition above about 50%;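 also: 0% = vehicle wells with protein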
FBW7 act = human FBW7 E3 ligase activation, primary screen; Q969H0; AlphaScreen FBW7–phospho-cyclin E peptide binding, activator screen; normalized activity (activation), % at 26.1 µM; actives 0.13% (n = 650,000); AID 1259310; in the data active = normalized activity above about 1.9%;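 also: purified mutant Fbw7 with reduced substrate affinity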
Target sequence (Q969H0 whole entry, looked up): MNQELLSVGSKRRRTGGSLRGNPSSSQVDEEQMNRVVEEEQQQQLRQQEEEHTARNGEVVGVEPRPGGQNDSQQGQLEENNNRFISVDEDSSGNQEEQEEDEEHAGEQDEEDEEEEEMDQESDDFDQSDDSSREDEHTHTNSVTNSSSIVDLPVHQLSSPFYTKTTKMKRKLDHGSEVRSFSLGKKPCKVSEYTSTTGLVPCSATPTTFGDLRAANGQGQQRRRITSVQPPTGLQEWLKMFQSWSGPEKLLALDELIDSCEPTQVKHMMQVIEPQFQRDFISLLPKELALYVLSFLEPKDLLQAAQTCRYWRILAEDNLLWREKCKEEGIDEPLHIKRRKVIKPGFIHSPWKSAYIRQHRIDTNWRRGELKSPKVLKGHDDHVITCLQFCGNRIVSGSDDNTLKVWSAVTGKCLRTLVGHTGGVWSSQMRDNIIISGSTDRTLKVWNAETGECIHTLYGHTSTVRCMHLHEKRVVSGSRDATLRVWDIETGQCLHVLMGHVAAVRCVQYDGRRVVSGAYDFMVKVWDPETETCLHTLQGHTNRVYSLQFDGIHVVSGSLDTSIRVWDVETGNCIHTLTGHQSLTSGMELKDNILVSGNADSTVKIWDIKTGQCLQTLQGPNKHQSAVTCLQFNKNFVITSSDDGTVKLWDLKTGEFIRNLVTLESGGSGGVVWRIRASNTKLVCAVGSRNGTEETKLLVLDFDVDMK
GPR151 ag = activators of human GPR151; actives 1% (n = 650,000); PathHunter beta-arrestin GPR151 cells, luminescence; activation, % at 11.2 µM; in the data active = activation above about 4.9%;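 also: 0% = median of compound wells and 100% = cells with positive control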
TEAD-YAP block = TEAD-YAP interaction inhibition. HEK-TIYL cells, TEAD-Gal4/YAP UAS-luciferase luminescence. inhibition, % at 9.12 µM. actives 1.4% (n = 640,000); in the data active = inhibition above about 32%;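 also: 0% = median of test compound wells and 100% = reference inhibitor wells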
The depositor's hits bear a star.

no.	canonical_smiles	MITF inh	FBW7 act	GPR151 ag	TEAD-YAP block
1	Cc1ccc2c(c1)C(=O)C(=O)N2CC(=O)Nc1ccccc1-c1ccccc1	5	-0.1	0.3	1
2	COc1ccccc1OCC(=O)Nc1ccc(-c2nc3ccccc3c(=O)o2)cc1	4	0.2	-0.6	7
3	CCOCCOC(=O)C(C)Oc1ccc2c(=O)c(Oc3ccc(C(C)(C)C)cc3)coc2c1 (configuration not stated)	-2	-0.1	-1.9	5
4	O=C1CSC2=NCN(c3ccc(-c4ccccc4)cc3)CN12	1	-0.1	0.7	-16
5	Cc1ccc(C(=O)N2CCC(C(=O)c3cccnc3)CC2)c(=O)[nH]1	-6	0.0	0.1	3
6	O=C(CN1C(=O)c2ccccc2C1=O)NCCc1ccccc1	0	0.0	0.2	0
7	Cc1nc(Nc2cccc(C(C)O)c2)c2nnn(Cc3ccccc3)c2n1 (configuration not stated)	1	-0.1	0.4	-2
8	COc1nc(N(C)C)nc(N2C(=N)N(c3ccc(Cl)c(Cl)c3)C(=O)C2C)n1 (configuration not stated)	7	0.0	0.7	2
9	COc1ccccc1/C=N/NC(=O)CCC(=O)Nc1cccc(Br)c1	11	0.0	1.7	8
10	O=C(O)c1ccc(NC2=NC3CS(=O)(=O)CC3S2)cc1 (configuration not stated)	1	-0.1	4.3	-10
11	COC(=O)c1ccc(NC(=O)C2CCCN(S(=O)(=O)c3cnc[nH]3)C2)cc1 (configuration not stated)	4	-0.2	-0.2	9
12	CCOC(=O)C1=C(C)N=C2SC=C(C)N2C1c1ccc(OC)cc1 (configuration not stated)	2	0.3	-1.0	8
13	CCCNc1nc(Nc2ccncc2)nc2c1ncn2C(C)C	2	0.2	-1.3	-5
14	O=C(c1cc(Cl)nc2ccccc12)N1CCCC(c2ncncc2-c2ccncc2)C1 (configuration not stated)	16	0.0	-0.6	6
15	Fc1ccccc1-c1cnn2c(NCc3cccs3)ccnc12	-16	0.1	-1.3	-11
16	N#CC1=C(N)N(c2ccc([N+](=O)[O-])cc2Cl)C2=C(C(=O)CCC2)C1c1ccsc1 (configuration not stated)	2	-0.1	-0.7	9
17	Nc1nnc(SCC(=O)Nc2nnc(-c3ccccc3)s2)s1	-8	0.2	1.4	-35
18	O=C(CSc1nc2c(c(=O)n1-c1ccc(Br)cc1)SCC2)Nc1ccc(F)cc1	-4	-0.2	-0.7	-15
19	COc1cccc(OC)c1C(=O)N1CCN=C1SCc1cccnc1	-1	-0.1	-1.1	-5
20	Fc1ccc(/C=N/Nc2ncnc3nc[nH]c23)cc1F	15	-0.1	-3.9	-5
21	C/C(=N\NC(=O)Cc1cccs1)c1ccncc1	17	0.0	1.8	-13
22	O=C(CCn1c(=S)[nH]c2ccccc2c1=O)N1CCN(c2ccccn2)CC1	-1	-0.1	1.5	-8
23	CC(=O)c1ccc(N2C(=O)C3C4c5ccccc5C(C)(c5ccccc54)C3C2=O)cc1 (configuration not stated)	14	0.2	0.7	9
24	CC1CN(C(=O)C(c2ccccc2)c2ccccc2)CC(C)O1 (configuration not stated)	8	0.3	-1.4	5
25	COc1ccccc1C1C(C(=O)Nc2cc(C)ccn2)=C(C)NC2=C1C(=O)CC(C)(C)C2 (configuration not stated)	11	0.3	-1.1	2

Profiles as entered above. Screens in order: MITF inh | FBW7 act | GPR151 ag | TEAD-YAP block
O=C(c1cc(Cl)nc2ccccc12)N1CCCC(c2ncncc2-c2ccncc2)C1 (configuration not stated) in the list: 16 | 0.0 | -0.6 | 6
Cc1ccc(C(=O)N2CCC(C(=O)c3cccnc3)CC2)c(=O)[nH]1 in the list: -6 | 0.0 | 0.1 | 3

Returning to the listing; the seven compounds before the break are reprinted first.
no.	canonical_smiles	MITF inh	FBW7 act	GPR151 ag	TEAD-YAP block
19	COc1cccc(OC)c1C(=O)N1CCN=C1SCc1cccnc1	-1	-0.1	-1.1	-5
20	Fc1ccc(/C=N/Nc2ncnc3nc[nH]c23)cc1F	15	-0.1	-3.9	-5
21	C/C(=N\NC(=O)Cc1cccs1)c1ccncc1	17	0.0	1.8	-13
22	O=C(CCn1c(=S)[nH]c2ccccc2c1=O)N1CCN(c2ccccn2)CC1	-1	-0.1	1.5	-8
23	CC(=O)c1ccc(N2C(=O)C3C4c5ccccc5C(C)(c5ccccc54)C3C2=O)cc1 (configuration not stated)	14	0.2	0.7	9
24	CC1CN(C(=O)C(c2ccccc2)c2ccccc2)CC(C)O1 (configuration not stated)	8	0.3	-1.4	5
25	COc1ccccc1C1C(C(=O)Nc2cc(C)ccn2)=C(C)NC2=C1C(=O)CC(C)(C)C2 (configuration not stated)	11	0.3	-1.1	2
26	Cc1ccc(CNCc2ccc(N3CCOCC3)cc2)cc1	55*	-0.1	3.9	6
27	Cc1ccc(NC(=O)CN2CCN(c3ccc(F)cc3)CC2)cc1F	18	0.1	-0.7	5
28	O=C(c1ccccc1-c1ccccc1)N1CCC(c2ccncc2)CC1	10	0.0	0.6	-1
29	O=C(COc1ccccc1)NCC(=O)OCC(=O)c1ccc2c(c1)NC(=O)CO2	2	-0.1	0.1	-7
30	Cc1nc2sc(-c3ccccc3)cc2c(=O)n1/N=C/N(C)C	4	0.0	-1.3	-51
31	CCOC(=O)c1cccc(Nc2nc(C)cc(C)n2)c1	16	0.0	1.8	-30
32	Clc1ccc(-c2cnnc(N3CCCC3)n2)cc1	5	-0.2	-1.8	-15
33	COc1cccc(C(=O)NC(=S)Nc2nc3ccc(C)cc3s2)c1	15	-0.1	-1.0	-18
34	CC(C)Cc1ccc(-c2cc(C(=O)N3CCC(Cc4ccccc4)CC3)c3ccccc3n2)cc1	-10	-0.1	0.1	-9
35	COc1cccc(-c2nc3sc4c(c3c(=O)n2CC(=O)N2CCN(c3ccc(F)cc3)CC2)CCCC4)c1	1	-0.1	-0.1	3
36	Cc1ccnc(NC(c2ccccn2)c2c(C)[nH]c3ccccc23)c1 (configuration not stated)	0	-0.1	0.7	-3
37	COc1cccc(-c2nc(Cc3ccc(Cl)cc3)no2)c1	-15	0.7	-1.7	-24
38	Cc1nnc(NC(=O)CSc2nnc(CNC(=O)c3ccco3)n2-c2ccc([N+](=O)[O-])cc2)s1	6	-0.1	-0.1	10
39	Cc1cn2c3c(=O)n(CC(C)C)c(=O)n(C)c3nc2n1-c1cccc(Cl)c1	0	-0.1	-2.3	6
40	O=C(Nc1cc(-c2ccncc2)cn(CC2CC2)c1=O)[C@H]1COc2ccccc2O1	-3	-0.1	1.3	-1
41	O=C(Cc1csc2nc3sc4c(c3c(=O)n12)CCCC4)NCCO	-4	-0.1	3.4	5
42	O=c1oc2ccc3ccccc3c2cc1-c1nnc(Nc2ccccc2)s1	7	0.1	1.9	-17
43	COC(=O)c1cc(CNC(=O)Cn2cncn2)cc(NC(=O)/C=C/c2ccccc2)c1	-6	0.2	1.3	-7
44	N#Cc1cccc(S(=O)(=O)N(c2ccccc2)S(=O)(=O)c2ccc(F)cc2)c1	5	-0.1	2.3	6
45	Cc1ccc(S(=O)(=O)Nc2ccc(S(=O)(=O)N3CC(C)CC(C)C3)cc2)cc1 (configuration not stated)	-4	0.0	-0.3	1
46	COc1ccc(/C(O)=C2/C(=O)C(=O)N(CCc3ccccc3)C2c2ccccc2F)cc1 (configuration not stated)	-3	-0.1	1.8	9
47	Cc1ccn2cc(-c3ccccc3Cl)nc2c1	11	0.2	-6.5	71*
48	O=C(CCc1ccccc1)Nc1ccc(Br)cn1	0	0.0	1.9	11
49	COc1cccc2c(N/N=C/c3ccco3)cc(C)nc12	7	-0.3	-0.5	-34
50	CC1(C)Cc2c(sc3ncn4cnnc4c23)CO1	9	0.2	1.3	21

Additional entries:
no.	canonical_smiles	MITF inh	FBW7 act	GPR151 ag	TEAD-YAP block
51	O=[N+]([O-])c1ccc2sc(/C=C/c3cccc(O)c3)nc2c1	-4	0.0	-2.8	5
52	CN(c1ccc(C(=O)NCc2ccccn2)cc1)S(=O)(=O)c1ccc(Cl)cc1	58*	0.0	0.8	13
53	CC1(C)CC(=O)C(C2C3=C(CC(C)(C)CC3=O)OC3=C2C(=O)CC(C)(C)C3)=C(O)C1	4	0.0	-0.3	3
54	Cc1ccc(C(C)(C)C)c(OCCCNCCO)c1	19	-0.1	-0.8	0
55	Cc1onc(-c2ccccc2)c1C(=O)N1CCN(c2ccc([N+](=O)[O-])cc2)CC1	7	0.1	-1.2	8
56	N#CCCN1CCN(S(=O)(=O)c2ccc(S(=O)(=O)NC3CC3)cc2)CC1	-1	0.8	0.4	-1
57	COc1ccc(-c2nn(CCC(=O)O)cc2C=C(C#N)C#N)cc1OC	6	-0.1	-1.1	-13
58	COC1CCCN(C(=O)CC2(c3ccccc3F)CC(=O)N(C3CCCCC3)C2=O)C1 (configuration not stated)	9	0.2	-1.3	-1
59	O=C(NCc1ccccc1)C(Cc1ccccc1)N1C(=O)C2C3C=CC(C4CC34)C2C1=O (configuration not stated)	12	0.6	-0.5	2
60	CC1(C)O[C@H]2[C@@H](O1)[C@@H](C(=O)Nc1ccc(F)cc1)O[C@@H]1OC(C)(C)O[C@@H]12	5	0.2	-0.8	-5
61	CCn1cc(Cl)c(-c2n[nH]c(=S)n2-c2cc(OC)ccc2OC)n1	4	-0.1	-0.7	2
62	CNc1ccccc1C(=O)OCC(=O)c1cc(C)n(C)c1C	0	-0.1	-2.2	-38
63	COc1ccc(NS(=O)(=O)c2cc(C(=O)O)c(Cl)cc2Cl)cc1	8	0.5	-2.2	-2
64	COc1cccc(CC2(CO)CCCN(Cc3c(OC)cc(OC)cc3OC)C2)c1 (configuration not stated)	22	0.1	-2.0	11
65	Cc1c(NC(=O)CSc2nc3ccc(N4C(=O)c5ccccc5C4=O)cc3s2)c(=O)n(-c2ccccc2)n1C	0	0.0	-1.0	9
66	CC1(C)Cc2ccccc2C(Sc2ccc(N)cc2)=N1	-15	-0.1	0.1	11
67	COc1ccc(C(=O)N[C@H]2C[C@H]3C(=O)N4CCC[C@@H]4C(=O)N3C2)cc1	-10	0.3	-1.0	-13
68	c1ccc(Cn2ccc3ccccc32)cc1	1	0.2	-1.4	6
69	COc1ccc(C(=O)O/N=C(\N)c2cccnc2)cc1[N+](=O)[O-]	2	-0.2	0.8	-2
70	N#Cc1c(/N=C2\C(=O)Nc3ccc([N+](=O)[O-])cc32)sc2c1CCCCC2	-11	-0.4	0.7	4
71	COc1ccccc1N1CCN(C(=O)CSc2nc(NCC3CCCO3)c3ccccc3n2)CC1 (configuration not stated)	-11	0.0	0.4	18
72	CC[C@@H]1NC(=O)[C@@H]2C[C@H](NC(=O)c3sccc3Cl)CN2C1=O	-1	0.1	0.1	2
73	O=C(NC1CC1)c1cnc(NCCN2CCOCC2)s1	3	0.4	0.6	-8
74	COc1ccc(-c2noc(COc3ccc(C)cc3C)n2)cc1	0	0.2	1.0	7
75	COc1ccc(C2CC(=O)c3c([nH]c(C(=O)OCCSC)c3C)C2)cc1 (configuration not stated)	18	0.3	1.5	-3

Going on with the list.
no.	canonical_smiles	MITF inh	FBW7 act	GPR151 ag	TEAD-YAP block
76	CCc1ccc2c(c1)NC(=O)C2(C)Cc1cc(C(C)=O)ccc1OC (configuration not stated)	-5	0.0	-0.5	14
77	O=c1[nH]c(-c2ccccc2)nc2sc(-c3ccccc3)cc12	-7	0.0	-0.6	-19
78	CCc1ccc(-n2c(=S)sc3c(=O)n(-c4ccccc4OC)c(SCC(=O)Nc4cccc(OC)c4)nc32)cc1	19	0.2	0.1	1
79	COc1ccc(CC(=O)NCC(c2ccco2)N2CCc3ccccc32)cc1 (configuration not stated)	11	0.0	-0.9	-10
80	CSc1ncccc1C(=O)NC1CCCCCC1	3	0.0	1.5	-6
81	CCCCC1CC1C(=O)Nc1ccccc1C#N (configuration not stated)	4	0.0	-0.5	-7
82	Cc1ccc(C)c(N(C(=O)c2csnn2)C(C(=O)NC(C)(C)C)c2ccncc2)c1 (configuration not stated)	-9	-0.1	1.1	2
83	CC(C)Oc1ccc(OCCn2cnc3c(N)ncnc32)cc1	13	0.3	-2.7	-21
84	C/C=C(\C)C(=O)N1CCC(C2(CCC(C)C)NC(=O)N(Cc3ccccn3)C2=O)CC1 (configuration not stated)	15	0.5	0.1	8
85	Cc1nc(N2CCN(c3ccccn3)CC2)c2c(C)c(C(=O)N3CCN(c4ccc(F)cc4)CC3)sc2n1	14	0.3	-1.2	-10
86	COC(CNc1ncnc2c1cnn2-c1ccccc1)OC	5	-0.1	0.8	-36
87	CCOC(=O)c1cc(S(=O)(=O)N2CCCCC2)cn1C	3	0.1	-0.4	11
88	O=C(COc1ccc2c(c1)OCO2)NCC(F)(F)F	-1	-0.1	1.5	4
89	COc1ccccc1-c1cnnc(N/N=C/c2cccc(OC)c2OCC(=O)O)n1	21	-0.1	-0.7	15
